Compound activity as filed in PubChem.
Pf Dd2 growth – qHTS Primary assay for Inhibitors of Plasmodium falciparum Dd2 growth in vitro. P. falciparum Dd2 growth, SYBR Green, 72 h. Potency, µM (top dose mostly 28.9 µM), for inactives: top-dose activity, negative = inhibition, usual class: inhibitors. 4.3% of 120,000 active. AID 1347417, 2020; active = well fitted inhibition curve with a large enough effect; inconclusive = small, poorly fitted or top-dose-only effect; inactive = no such curve, though single readings can be large or run the other way;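 note: plate controls were DMSO vehicle for no effect and reference drug for full effect; nearly all actives have a fitted effect of over 65% in size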
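Infected erythrocytes (Dd2, 0.3% parasitemia, 2.5% hematocrit final) are added to compound in RPMI-1640/Albumax II medium, grown 72 h at 37C in low oxygen, then lysed with saponin/Triton-X containing SYBR Green and read by fluorescence.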
Active calls of the source: *; i = inactive; ? = inconclusive; [ ] = dose if it differs, or a comment. Potency is the fitted concentration of half-maximal effect. Only part of the results is shown; rates above refer to the full screens.

structure | Pf Dd2 growth
C=CCOc1ccc(-c2nnc(CCC(=O)NCCOc3ccccc3)c(=O)[nH]2)cc1 | -9.3%
Cc1ccc2c(n1)N(C)[C@H](CO)CCN(Cc1ccc(C#N)cc1)C2 | ?
Cc1cc(F)ccc1-c1[nH]nc2ncc(-c3ccc([S+](C)(=O)[O-])cc3)nc12 | ?
COc1ccc(OC)c(S(=O)(=O)N2CCCCCCN(C)C(=O)[C@@H]3CCC[C@@H]32)c1 | ?
COc1ccc(-c2nc(-c3nnn4c3COC(c3ccc(C)cc3)C4)no2)c(OC)c1 (configuration not stated) | ?
O=c1c2nc(-c3ccsc3)ccc2ncn1Cc1ccccc1 | i
COC1C(=O)N(C2CCN(S(=O)(=O)c3cn(C)cn3)CC2)C12CCOCC2 (configuration not stated) | 15.5%
CCOc1ccc(C(=O)N2CCn3nc(Cc4ccccc4)cc3C2)cc1 | -15.7%
Cc1ccc(-c2onc(C)c2C)cc1S(=O)(=O)NC1CCCCC1 | 23.7%
Cc1cc2c(cc1NC(=O)c1ccccc1Cl)n(C)c(=O)c(=O)n2C | 20.7%
Cc1ccccc1C(=O)NCC(c1cccnc1)N1CCc2ccccc21 (configuration not stated) | ?
COc1ccccc1C(=O)N[C@@H]1CN(Cc2ccccn2)C[C@H]1CN(C)C | ?
COCCn1c(CO)nnc1C1CC(NC(=O)c2cn3ccsc3n2)C1 (configuration not stated) | -27.0%
CC(=O)N1CCC(N2C[C@@H]3C[C@H](C2)c2ccc(-c4ccccc4CN(C)C)c(=O)n2C3)CC1 | 1.9%
CSc1ccc(CNC(=O)c2ccccc2NC(=O)c2nsc3ccccc23)cc1 | -24.4%
CCc1ccc(NC(=O)Cn2c(=O)n(-c3cc(OC)c(OC)c(OC)c3)c(=O)c3ccccc32)cc1 | 28.8%
CNC(=O)[C@@H]1C[C@@H](O)CN1C1CCN(C(=O)C2CCCC2)CC1 | 3.7%
COc1ccc(-n2c(SCC(=O)Nc3ccc4c(c3)OCO4)nc3c([nH]c4ccccc43)c2=O)cc1 | ?
COC(=O)c1cccc(C(=O)N2CCC(Cc3nc(-c4cnccn4)no3)CC2)c1 | i
NC(=O)COc1ccc(Cl)cc1CN1CCCC(CO)(CC2CC2)C1 (configuration not stated) | ?
Cc1cccc(C(C(=O)N2CCN(S(=O)(=O)N(C)C)CC2)N(C)C)c1 (configuration not stated) | ?
Cc1noc(C)c1Cc1ccc(C(=O)N2CC(N(Cc3cccnc3)CC(C)C)C2)o1 | ?
Cc1ccc(CN2CC[C@@](C)(O)[C@H](N3CCCC3)C2)o1 | 8.8%[5.79 µM]
C[C@H]1[C@@H]2[C@@H](O)C([C@H](C)C(=O)NC3CCCCC3)CC[C@@]2(C)CC[C@@H]1NC(=O)C1CCCCC1 (some centres not stated) | ?
Cc1ccc(CN2CCC(CNC(=O)c3cc4ccc5cccnc5c4[nH]3)CC2)cc1 | 3.55µM*
Cc1nc(CCNS(=O)(=O)c2cn(C)cn2)no1 | 13.8%
O=C(NCc1ccc(F)cc1)c1cc(C2CC2)nc2onc(C3CCCN3)c12 (configuration not stated) | -12.1%
O=C1CSC2(CCN(S(=O)(=O)c3ccc(F)cc3)CC2)N1Cc1ccco1 | i
Cc1cc(C)c(NC(=O)CCS(=O)(=O)c2cc3c(cc2Cl)NC(=O)CO3)c(C)c1 | 37.1%[activator]
COc1ccc(NC(=O)c2cc3c(=O)[nH]c(C)cn3n2)cc1OC | i

Two records picked at random from those above, as already listed:
structure | Pf Dd2 growth
Cc1noc(C)c1Cc1ccc(C(=O)N2CC(N(Cc3cccnc3)CC(C)C)C2)o1 | ?
Cc1cccc(C(C(=O)N2CCN(S(=O)(=O)N(C)C)CC2)N(C)C)c1 (configuration not stated) | ?

(further entries)
structure | Pf Dd2 growth
CCCCN(CC)Cc1ccc(CNS(=O)(=O)c2cc3c(cc2Cl)NC(=O)CO3)o1 | -15.5%
Cc1cc(=O)n2[nH]c(CC(=O)N[C@H]3[C@H]4CCO[C@H]4[C@@H]3N(C)C)nc2n1 | -6.4%
Cc1ccsc1-c1nc(-c2nnn3c2COC(c2ccccc2Cl)C3)no1 (configuration not stated) | i
O=C1NCCCCCN(C(=O)Cc2ccccc2)[C@H]2CCC[C@@H]12 | -11.3%
Cn1cccc1CN1C[C@@H](COc2ccncc2)[C@H](c2ccccn2)C1 | ?
Cc1ccsc1C(=O)N1CCC2(CC1)NC(=O)N(c1cccc(Cl)c1)N2 | i
O=C(Cn1cnnn1)N1C[C@@H](COCC2CC2)[C@H](c2ccncc2)C1 | 43.3%[activator]
COc1ccc(Cc2nc3ccccc3[nH]c2=O)cc1 | 22.9%
CCC1c2nccn2CCCN1C(=O)CCn1cccn1 (configuration not stated) | -7.7%
CC(C)c1nc2c(c(-c3ccc(O)cc3)n1)CCN(Cc1cccc3ccccc13)CC2 | 3.16µM*
CCCc1cc(NCc2cn3c(n2)SCC3)n2nccc2n1 | i
O=C1NC2(CCCN(Cc3ccccc3)C2)Oc2ccccc21 (configuration not stated) | 12.6µM*
Cc1ccc(-n2nc(C)c([C@H]3C=C[C@@H](OC(=O)Nc4cccc(C(F)(F)F)c4)C3)c2C)cc1Cl | ?
COc1ccccc1CN(Cc1ccco1)c1cnc(S(C)(=O)=O)nc1C(=O)Nc1ccccc1Cl | ?
COc1ccc(-c2nc(C3CC3)nc3c2CN(C(=O)c2ccc4c(c2)OCO4)CC3)cc1 | -32.9%
Cc1ccc(NC(=O)CSc2nc3ccc(NC(=O)c4cccs4)cc3s2)c(C)c1 | ?
O=C(O)CCn1ncc2cc(OCC3CCN(c4ncccn4)CC3)ccc21 | -24.3%[44.1 µM]
CC(C)OC(=O)c1c(NC(=O)C2c3ccccc3Oc3ccccc32)sc2c1CCCC2 | ?
O=C(Cn1ncc2c(=O)oc3ccccc3c21)NCc1ccc(Cl)cc1 | 0.4%
CN(C(=O)CSc1cn(CC(=O)N2CCCC2)c2ccccc12)c1ccccc1 | -12.8%
CCOc1ccccc1NC(=O)C(C)Sc1cc(-c2ccccc2)nc(C)n1 (configuration not stated) | -22.1%
O=C1CC(=O)Nc2cc(S(=O)(=O)Nc3ccc(F)cc3Cl)ccc2N1 | 97.3%[activator]
N#Cc1ccc(CN2CC(CNC(=O)c3ccccc3)C3(C2)CN(c2ccccc2)C3)cc1 (configuration not stated) | -7.5%[44.1 µM]
CCOc1cc(C(=O)Nc2ccc(-c3nc4cc(C)ccc4o3)cc2)cc(OCC)c1OCC | i
CC(C)NC(=O)C1COC2(CCN(C(=O)c3ccccc3Cl)CC2)N1C(=O)c1ccccc1 (configuration not stated) | i
Cc1ncc2c(n1)C[C@@H]1CC[C@H]2N1C(=O)COc1ccc(F)cc1 | 4.7%
COc1cccc(NC(=O)Cn2nc3n(c2=O)CCCCC3)c1 | 37.8%[activator]
COc1ccc(CC(=O)NCc2nc3cccnc3n2Cc2ccccc2)cc1 | 18.6%
CC1(CNC(=O)C2COc3ccccc3O2)CCOCC1 (configuration not stated) | -0.8%
Cc1cccn2c(=O)c(/C=C(\C#N)c3nc4ccccc4s3)c(Oc3ccc(F)cc3)nc12 | 3.16µM*

(more compounds)
structure | Pf Dd2 growth
CS(=O)(=O)N(Cc1ccccc1)c1ccc(C(=O)Nc2cccc(Cl)c2)cc1 | ?
CCOc1ccc(CC(=O)N2CCC(Cc3nc(-c4ccc(OC)cc4)no3)CC2)cc1 | 8.91µM*
CS(=O)(=O)N(Cc1cccnc1)C1CN(C(=O)CCc2c[nH]c3ccccc23)C1 | -11.2%
CCc1cccc(N2C(=O)CS(=O)(=O)C23C(=O)N(Cc2ccc(F)cc2)c2ccc(C)cc23)c1 (configuration not stated) | ?
O=C(Nc1ccc(S(=O)(=O)Nc2ncccn2)cc1)c1cccc(Cl)c1 | 23.9%
CC(C)(C)c1ccc(C(=O)NCC(c2ccc(Cl)cc2)N2CCOCC2)cc1 (configuration not stated) | ?
COc1ccc(CCNc2ncnc3c2cnn3-c2ccc(C)c(Cl)c2)cc1 | i
O=C(CCNc1c(-c2ccccc2)nc2cnccn12)N1CCCC1 | -24.5%
O=C(O)C1CC2(CCN(C(=O)CN3CCCC3=O)CC2)CN1 (configuration not stated) | -10.5%
COc1ccc(Br)cc1CNC(=O)c1cnc2sc(N3CCCCCC3)nn2c1=O | ?
CCc1ccccc1NC(=O)Cn1c(N(C)Cc2ccccc2)nc(C)cc1=O | -7.7%
CC1CCN(Cc2nnnn2CC(=O)N(Cc2ccncc2)CC2CCCO2)CC1 (configuration not stated) | 2.2%
COCCNC(=O)C[C@@H]1C[C@H]2O[C@H](CNC(=O)Nc3cccc(Cl)c3)[C@@H](O)[C@H]2O1 | 20.7%[44.1 µM]
C[C@@H]1C(=O)O[C@H]2[C@H]1CC[C@@]1(C)Cc3sc(Nc4ccc(F)cc4)nc3[C@@H](C)[C@H]21 | -11.0%[44.1 µM]
CN(Cc1cccn1C)CC1CCCCC1 | -12.4%[44.1 µM]
COc1cccc(-n2c(SCC(=O)Nc3cccc(C)c3)nc3c([nH]c4ccccc43)c2=O)c1 | 10µM*
O=C(NCc1ccc(F)cc1)[C@H]1CN2CCC1C[C@@H]2Cn1cc(CSc2ccccc2)nn1 (some centres not stated) | ?
COc1ccccc1-c1[nH]nc2ncc(-c3cccnc3OC)nc12 | i
CC(=O)NCC(=O)N1CCCn2cc(-c3ccc4c(c3)OCO4)nc21 | -18.3%
CC1=C[C@@H](CNCc2ccccc2F)[C@H](C(C)C)C[C@H]1Cc1nc2c(C)cccc2[nH]1 | ?
CCC(=O)N1CCC2(CC1)CC(N1CCOCC1)CCO2 (configuration not stated) | 44.7%[activator]
Cc1nc(CN(C)C(=O)c2cc(Cn3c(C)nc4ccccc43)on2)cs1 | -10.7%
Cc1ccc(CSc2cn(CC(=O)N3CCCC3)c3ccccc23)cc1 | i
CCn1nccc1C(=O)N[C@@H]1CN(Cc2ccccc2)C[C@H]1CN(C)C | i
CCOC(=O)c1c(C)oc2nc(C)nc(Nc3cccc(OC)c3)c12 | -8.7%
O=C(CSc1nc2ccccc2n1Cc1cccc(C(F)(F)F)c1)NCc1ccccc1 | 9.3%
CC(C)c1cc(C(=O)NCc2nnnn2-c2ccccc2)nc2ncnn12 | -3.9%
CN1CC(=O)N(C2CCCNCC2)Cc2c1ncnc2N1CCCCCC1 (configuration not stated) | -6.6%
O=C(CSc1nc2c([nH]c3ccccc32)c(=O)n1-c1cccc(C(F)(F)F)c1)N1CCCC1 | 33.7%[activator]
O=C1Nc2ccccc2OCC12CCN(Cc1cccnc1)CC2 | i

Carrying on:
structure | Pf Dd2 growth
COCCNC(=O)c1ccc(CC2CCNCC2)cc1 | 14.1%
COc1ccc(CNC(=O)C2CN(S(=O)(=O)C3CC3)CC23CCCCC3)c(OC)c1 (configuration not stated) | -17.8%
CC(=O)Nc1ccccc1-c1nc2ccccc2n(Cc2cccc(Br)c2)c1=O | -18.3%
O=C(NC[C@H]1O[C@@H](CO)[C@@H](O)[C@H]1N1CCN(c2ccc(F)cc2)CC1)c1ccccc1 | -2.1%
Cc1nc2c(c(-c3ccc(O)cc3)n1)CN(C(=O)c1ccccc1F)CC2 | -16.2%
O=C(NC1CCCN(c2cc(-c3ccc(Cl)cc3)[nH]n2)C1)c1ccccc1F (configuration not stated) | -8.5%
O=C(Nc1sc2c(c1C(=O)Nc1ccccc1)CCC2)c1ccc(Br)cc1 | 11.3%
Cc1noc(C)c1-c1cccc(CCOc2cnc3c(ccn3CC(=O)O)c2)c1 | i
Cc1nc(N2CCC(NC(=O)Cc3ccccc3Cl)CC2)cc(C(F)(F)F)n1 | -3.2%
NC(=O)c1ccc(N2CCN(Cc3c(Cl)cncc3Cl)CC2)nc1 | -15.9%
O=C1CC(c2ccccc2)N(C(=O)CNS(=O)(=O)c2cccnc2)CCCCCCN1 (configuration not stated) | i
CCC(=O)N1CC(=O)Nc2ccc(C)cc2C1c1ccc(F)cc1 (configuration not stated) | 2.3%
COc1cccc(N2CC(C(=O)N3CCC(C(=O)NCC4CC4)C3)NC2=O)c1 (configuration not stated) | -18.9%
COc1ccc(C(=O)Nc2ccc3c(c2)CCCN3S(=O)(=O)c2ccc(C)cc2)cc1 | i
O=C(CN1Cc2nc(-c3cc4ccccc4o3)ccc2OCC1=O)N1CCCC1 | -19.5%[44.1 µM]
COc1ccc(OC)c(CNC(=O)CCC(=O)N2Cc3ccccc3Oc3ncccc32)c1 | ?
C=CCN1C(=O)[C@@H]2C[C@@H](NC(=O)c3ccncc3)CCN2C1=O | 8.4%[44.1 µM]
Cc1ccccc1CCC1CCCN(C(=O)c2ccccc2-c2nn[nH]n2)C1 (configuration not stated) | -13.9%
O=C(c1ccc(Cl)cc1)N1CCN(CCc2ccncc2)CC1 | -20.3%
CCCNC(=O)C1CCc2ncc(-c3ccc(OC)cc3)n2C1 (configuration not stated) | i
COc1ccc(-c2nc(SCC(=O)Nc3cccc(C(C)=O)c3)n[nH]2)cc1 | -18.9%
COc1ccc(C)cc1NC(=O)Cn1cc(S(=O)(=O)Cc2ccccc2Cl)c2ccccc21 | i
CO[C@H]1C(=O)N(C2CCNCC2)[C@H]1c1ccncc1 | 24.1%
CCCS(=O)(=O)N1C[C@@H]2C[C@H](C1)c1ccc(-c3ccccc3C)c(=O)n1C2 | -1.2%[44.1 µM]
Cc1cc(C(=O)N2CCCCCCNC(=O)CC2)nn1C | ?
O=c1c2c(CO)c(-c3ccccc3)nn2ccn1Cc1ccccc1 | -8.2%

Single values from the results shown.
Under Pf Dd2 growth, C[C@@H]1C(=O)O[C@H]2[C@H]1CC[C@@]1(C)Cc3sc(Nc4ccc(F)cc4)nc3[C@@H](C)[C@H]21 is entered as -11.0%[44.1 µM]
Under Pf Dd2 growth, CC1CCN(Cc2nnnn2CC(=O)N(Cc2ccncc2)CC2CCCO2)CC1 (configuration not stated) is entered as 2.2%
Under Pf Dd2 growth, COc1ccc(-c2nc(C3CC3)nc3c2CN(C(=O)c2ccc4c(c2)OCO4)CC3)cc1 is entered as -32.9%
